Source: PubChem
INS-1E GSIS act = GLuc luminescence reporter in INS-1E cells, primary screen for activators of glucose-dependent secretion of insulin; INS-1E GLuc reporter insulin secretion, 2-3 h; activation, % at 16.6 µM; 370,000 compounds, 0.61% hits;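 active = lowest replicate activation of at least 40%, so every replicate reaches that level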;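 also: 0% = median of neutral control wells and 100% = median of IBMX positive control wells; some compounds called inactive have numbers as strong as hits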
PglD inh = blocks C. jejuni PglD acetyltransferase activity | 360,000 compounds, 0.098% hits | AID 602405 | inhibition, % at 12.5 µM | purified PglD enzyme, DTNB colorimetric CoA detection; in the data active = inhibition above about 16%, passing the limit was not always enough; also: strong numbers were not always called active
Cneo AK release = Cryptococcus neoformans lysis via adenylate kinase release. C. neoformans lysis, adenylate kinase release luminescence, 4 h; normalised: neutral wells 0, clomiphene wells 100. lysis activity, % at 15 µM. 360,000 compounds, 0.2% hits. AID 651654;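 active = mean lysis activity across replicates of at least 80%, whatever share of replicates individually reach that level; inactive = mean lysis activity below 80%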
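Material – log-phase Cryptococcus neoformans yeast cells · Input – 5 × 10^6 yeast cells/mL · Medium – fresh YPD growth medium · Doses – single compound concentration per well · Timing – static 4 h at 37 °C with compound, 1 h detection · Detection – adenylate kinase release luminescence · Read-out – signal increase indicating cell lysis · Control set – Clomiphene as positive lysis control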
ARNT TACC3 PPI = disruptors of human ARNT/TACC3 interaction; Q9Y6A5; AlphaScreen His-ARNT PAS-B/GST-TACC3 binding, luminescence; TACC3 fragment carries E629A point mutation; inhibition, % at 9.99 µM; 390,000 compounds, 0.66% hits; AID 623870;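 active = mean inhibition of replicates at least 50% and at least half of replicates each reaching 50%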;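 also: 0% = complete ARNT plus TACC3 wells and 100% = ARNT alone without TACC3; many hits fall short of the cut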
C2C12 statin = protects C2C12 myotubes from simvastatin toxicity; ATP luminescence, 48 h; scaled: DMSO 0, geranylgeraniol control 100; rescue of ATP level, % at 7.49 µM; 330,000 compounds, 0.78% hits; AID 602340;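 active = mean ATP rescue above about 67%, or every replicate alone reaching that limit, limit read from the data, passing the limit was not always enough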;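 also: myotubes were challenged with 10 µM simvastatin during compound exposure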
PAX8 reporter = PAX8 transcriptional activity inhibition | AID 652154 | 360,000 compounds, 1.2% hits | inhibition, % at 12.6 µM | RMG-I TPO-luciferase reporter, SteadyGlo, 24 h;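 active = mean replicate inhibition at least 60% with every replicate also reaching 60%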;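 also: luciferase light reporting Pax8 driven TPO promoter activity; plate controls were median of neutral control wells for no effect and mitoxantrone controls for full effect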
PGC1a acetyl inh = modulators of PGC1a acetylation; U2OS PGC1a acetylation, AlphaScreen anti-acetyl-lysine; with virally co-expressed GCN5 acetyltransferase; inhibition, % at 15.6 µM; 350,000 compounds, 0.17% hits;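 active = every replicate shows inhibition of at least 40%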;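 also: 0% = neutral control wells and 100% = positive control wells; some results beyond the cut were filed as inactive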
LGR2 inh = inhibitors of bursicon-induced Drosophila LGR2 receptor cAMP signaling | HEK293 LGR2, CRE-luciferase, bursicon-stimulated, 4 h | inhibition, % at 9.99 µM | 380,000 compounds, 0.35% hits | AID 720647;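 active = drop in luminescence signal, shown as inhibition above about 50% in the replicate tests, limit read from the data, passing the limit was not always enough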;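 also: agonist challenge used bursicon conditioned medium at about half maximal strength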
An asterisk follows results filed as active; x = not tested or not shown; & = joins results of further samples.

SMILES | INS-1E GSIS act | PglD inh | Cneo AK release | ARNT TACC3 PPI | C2C12 statin | PAX8 reporter | PGC1a acetyl inh | LGR2 inh
C[C@@H]1CN([C@H](C)CO)S(=O)(=O)c2ccc(-c3cccc(C(=O)N(C)C)c3)cc2O[C@@H]1CN(C)Cc1ccc2c(c1)OCO2 | -22 | 3 | -7 | -3 | -35 | 19 | -2 | 34
COc1ccc(S(=O)(=O)N(CC(=O)O)c2ccc(C)cc2)cc1 | 2 | -2 | 4 | 8 | 11 | x | -2 | -3
Cc1c(/C=N/NC(=O)C(NC(=O)c2ccc3c(c2)OCO3)C(C)C)c2ccccc2n1C (stereo unspecified) | -21 | x | x | 2 | x | 23 | x | -4
O=C1NC(=O)/C(=C\c2cn(Cc3ccccc3F)c3ccccc23)N1 | 1 | -7 | 1 | 2 | 0 | 13 | x | 11
Cc1ccc(C(=O)OC(C)C(=O)NC2CCCCC2C)cc1S(=O)(=O)N1CCOCC1 (stereo unspecified) | -18 | -4 | 1 | -1 | 4 | 2 | x | -2
CCOC(=O)N1CCN(C(=O)c2cn(C)c3ccc(S(=O)(=O)N(C)C4CCCCC4)cc3c2=O)CC1 | 2 | -3 | 0 | 3 | 7 | -57 | -4 | 9
Cc1cc(Cl)ccc1C(=O)C1CCCN(C(=O)c2ccoc2)C1 (stereo unspecified) | -1 | 4 | 1 | -5 | -3 | 10 | x | -1
c1ccc(-c2nnc(-c3ccco3)o2)cc1 | x | 0 | 1 | -8 | -12 | x | -10 | x
Cc1ccc(C(C)C)c(OCCCN2C(=O)NC(C)(C)C2=O)c1 | -39 | -7 | 1 | 2 | -3 | 37 | -8 | 11
COCCNc1ccnc2c(Cl)cccc12 | -13 | 0 | -1 | x | 1 | 11 | 4 | -2
COC(=O)c1ccccc1NC(=S)N(Cc1ccc2c(c1)OCO2)Cc1cc2cc(OC)ccc2[nH]c1=O | -35 | -2 | 2 | -10 | 3 | 31 | -7 | 7
COc1ccc(-c2ccccc2)cc1NC(=O)c1cccs1 | x | 0 | -5 | -3 | -19 | 28 | 10 | -5
C/C(CC(=O)Nc1ccc2c(c1)OCCO2)=N\NC(=O)COc1ccc(C)cc1Br | 24 | -2 | -4 | 5 | 5 | -7 | -6 | 4
CN(CCc1ccccn1)C(=O)CC1C(=O)NCCN1Cc1cccc(F)c1 (stereo unspecified) | -9 | -5 | 5 | 5 | 3 | -1 | x | 3
C=CC(=O)N(CCC)C(c1ccccc1)c1ccccc1OC (stereo unspecified) | -24 | 5 | 1 | -3 | 36 | 1 | 22 | -9
CCOC(=O)c1c(-c2ccccc2)oc2cc(CN(C)C)c(O)c(CN(C)C)c12 | -15 | -6 | 3 | 12 | -144 | x | 16 | 17
Cc1ccc2c(c1)C1CN(C)CCC1N2S(=O)(=O)c1cccc(F)c1 (stereo unspecified) | -15 | -2 | -1 | 5 | -6 | 13 | -7 | -20
CNC[C@H]1Oc2cc(-c3ccccc3OC)ccc2S(=O)(=O)N([C@H](C)CO)C[C@@H]1C | 17 | 6 | 1 | -6 | x | x | 4 | 4
CC(C)NC(=O)N(C)C[C@H]1OCCCC[C@@H](C)Oc2ccc(NC(=O)C3CCCCC3)cc2C(=O)N([C@@H](C)CO)C[C@H]1C | 6 | 2 | -1 | -9 | x | 18 | -3 | -9
CSc1nc2ccc(S(=O)(=O)N3CCOCC3)cc2s1 | -5 | x | x | 2 | -1 | x | x | -5
C[C@H]1CN([C@@H](C)CO)C(=O)c2cc(C#CCN(C)C)cnc2O[C@H]1CN(C)C(=O)CCN1CCCCC1 | 20 | -2 | -10 | -13 | 14 | -3 | 0 | -15
Cc1noc(C)c1NC(=O)N[C@H]1CC[C@@H](CC(=O)NCCCN(C)C)O[C@@H]1CO | -10 | -3 | -1 | 4 | 5 | -6 | 9 | -14
CCOC(=O)N1CCN(C(=O)C(=O)c2cn(CC(=O)N3CCCCCC3)c3ccccc23)CC1 | -3 | -4 | -7 | 3 | -3 | 12 | x | 0
Cc1cc(C(F)(F)F)nc(SCc2ccc(C(=O)O)o2)n1 | x | -2 | 0 | -28 | 14 | 14 | 0 | x
O=C1CCCN2N=C(SCC(=O)Nc3ccc(OC(F)(F)F)cc3)SC2=N1 | 0 | -5 | 4 | x | 0 | 2 | -3 | 16
C[C@H]1CN([C@@H](C)CO)C(=O)CCCn2cc(nn2)CO[C@@H]1CN(C)C(=O)NC1CCCC1 | 27 | 0 | 9 | -1 | -5 | x | -4 | -5
O/N=C1/CCCSc2ccccc21 | x | -2 | -3 | -3 | 13 | -19 | 1 | x
O=C(Nc1ccccc1C(F)(F)F)c1cc(S(=O)(=O)N2CCC3(CC2)OCCO3)ccc1F | 8 | x | x | 5 | -57 | x | -18 | 9
NC(=S)N=Nc1c(O)[nH]c2cc(F)c(F)cc12 | 9 | x | x | 22 | x | -27 | x | 3
CS(=O)(=O)c1ccc(C(=O)Nc2ccc(-c3nc4ccccc4[nH]3)cc2)cc1 | 13 | 0 | 1 | 8 | -16 | -34 | 0 | -10
COc1cc(NC(=O)Cn2nnc(-c3ccncc3)n2)cc(OC)c1 | 3 | -3 | -1 | -3 | -10 | x | 7 | 8
O=C(/C=C/c1ccc2c(c1)OCO2)Nc1nncs1 | 4 | 3 | -1 | x | x | -85 | 26 | -45
CO[C@H]1CN(C)C(=O)c2cc(NC(=O)c3ccccc3)ccc2OC[C@@H](C)N(C(=O)CN(C)C)C[C@H]1C | -3 | -2 | -3 | 6 | 7 | x | 2 | 3
Cc1ccc(C2=NN(C(=O)CCC(=O)O)C(c3ccc4c(c3)OCO4)C2)cc1 (stereo unspecified) | 17 | 4 | 0 | -5 | 2 | -12 | -5 | 4
CCC(C(=O)NCc1ccc(F)cc1)N(Cc1cccs1)C(=O)c1snc(C(N)=O)c1N (stereo unspecified) | -16 | -1 | -1 | 1 | -7 | -4 | 2 | -6
CCN(CC)S(=O)(=O)c1ccc(N(C)C)c(NC(=O)C2CCCC2)c1 | -5 | -2 | 0 | 0 | x | 9 | -13 | -4

Record cards (already shown). Order of screens: INS-1E GSIS act	PglD inh	Cneo AK release	ARNT TACC3 PPI	C2C12 statin	PAX8 reporter	PGC1a acetyl inh	LGR2 inh
CCN(CC)S(=O)(=O)c1ccc(N(C)C)c(NC(=O)C2CCCC2)c1 reads -5	-2	0	0	x	9	-13	-4
C[C@H]1CN([C@@H](C)CO)C(=O)CCCn2cc(nn2)CO[C@@H]1CN(C)C(=O)NC1CCCC1 reads 27	0	9	-1	-5	x	-4	-5
O=C(/C=C/c1ccc2c(c1)OCO2)Nc1nncs1 reads 4	3	-1	x	x	-85	26	-45

(list continues)
SMILES | INS-1E GSIS act | PglD inh | Cneo AK release | ARNT TACC3 PPI | C2C12 statin | PAX8 reporter | PGC1a acetyl inh | LGR2 inh
COc1ccc(C(=O)Nc2nnc(C3=COCCO3)o2)cc1 | 30 | -1 | -3 | 58* | 1 | -13 | -9 | -1
COc1ccc(-c2cc(=O)[nH]c3ccccc23)cc1 | -3 | -1 | 1 | -3 | -8 | 8 | -9 | -6
O=C(Nc1cc(S(=O)(=O)N2CCOCC2)ccc1N1CCOCC1)c1cn2ccccc2n1 | x | x | x | 20 | x | 12 | 1 | -20
O=C(CCc1nnc(Cc2cccc(C(F)(F)F)c2)o1)NC1CC1 | 14 | x | x | 0 | x | -24 | -8 | -37
Cc1cc(C(=O)Nc2ccccc2N2CCOCC2)ccc1[N+](=O)[O-] | 13 | -2 | 4 | x | x | 13 | x | 1
Cc1ccc(N(CCC#N)C(=O)CN2C(=O)NC(Cc3ccccc3)C2=O)cc1 (stereo unspecified) | 9 | x | x | 0 | x | -15 | -10 | 7
CCC(NC(=O)c1oc2ccccc2c1COC)c1ccc(OC)cc1 (stereo unspecified) | -6 | 5 | -3 | -7 | -3 | 9 | x | -8
CC1(C(=O)NCCN2CCOCC2)C=CCN1C(=O)c1ccccc1 (stereo unspecified) | 0 | 2 | 1 | -6 | 4 | -143 | 10 | -17
COc1ccc(CC(=O)NCc2ccc(F)cc2)cc1S(=O)(=O)N1CCOCC1 | -2 | 1 | 0 | x | 6 | 5 | 6 | -1
CCCCn1c(N)c(N(CCC(C)C)C(=O)Cc2ccc(S(=O)(=O)N3CCOCC3)s2)c(=O)[nH]c1=O | -10 | 1 | 3 | 1 | 7 | 2 | x | 4
COCCNC(=O)C1(C)CCCN(C(=O)c2ccc3snnc3c2)C1 (stereo unspecified) | -1 | -4 | 1 | x | 4 | 4 | -1 | 2
OC[C@@H]1CN(Cc2ccc(-c3ccccc3)cc2)C[C@H](n2cnc3c(NC4CCC4)ncnc32)O1 | -58 | -3 | 0 | x | 8 | 32 | x | 9
C[C@H]1CN([C@@H](C)CO)C(=O)CCCn2cc(nn2)CO[C@H]1CN(C)C(=O)c1ccc(N2CCN(C)CC2)cc1 | -5 | x | x | x | 3 | -14 | 1 | 9
COc1ccccc1NC(=O)CNC(=O)Cn1c(C)cc2ccccc2c1=O | 19 | 3 | 0 | x | 8 | 2 | -1 | -18
CCOC(=O)C1C(=O)CC(C)(O)C(C(=O)OCC)C1c1ccc(N(CC)CC)cc1 (stereo unspecified) | x | 0 | 1 | x | x | 19 | -23 | x
COc1cc(SC)ccc1C(=O)NCC1CCCO1 (stereo unspecified) | x | -5 | -1 | -6 | -6 | -17 | -1 | x
Cc1noc(C)c1S(=O)(=O)N(C)C[C@H]1Oc2ccc(NS(=O)(=O)c3ccc(F)cc3)cc2CC(=O)N([C@H](C)CO)C[C@H]1C | -11 | x | x | x | -35 | x | 10 | -3
COc1ccc(Cc2nn3c(Cn4nnc5ccccc54)nnc3s2)cc1 | x | 2 | -2 | -4 | 1 | 0 | 4 | x
O=C(Nc1cccc(Cl)c1)N[C@H]1CC[C@H](CCNC(=O)C2CCC2)O[C@@H]1CO | -4 | 2 | -2 | 0 | -1 | 11 | -5 | -13
O=C(O)C1C2CC3OC(=O)C1C3C2 (stereo unspecified) | 13 | 0 | -2 | -3 | 4 | 1 | 62* | -11
CCCC(=O)Nc1ccc2c(c1)C(=O)N(C)[C@@H]1CC[C@H](CC(=O)NCc3cccc(F)c3)O[C@@H]1CO2 | -11 | 0 | -2 | x | -19 | 2 | -2 | -22
CCN1CCCC1CNC(=O)c1cc(OC)c(OC)c(OC)c1 (stereo unspecified) | x | -5 | 0 | -2 | 7 | -2 | -15 | x
COc1ccc(NC(=O)N(C)C[C@H]2Oc3ccc(NC(=O)C4CCCCC4)cc3C(=O)N([C@@H](C)CO)C[C@H]2C)cc1 | -7 | 0 | 5 | 1 | -21 | x | 1 | 20
Cc1ccc(C(C)C)c(OCC(=O)Nn2c(C)nc3ccccc3c2=O)c1 | x | 4 | 2 | -4 | 27 | x | -11 | x
Cc1ccc(NC(=O)c2cc(NC(=O)c3ccco3)ccc2N2CCOCC2)cc1 | x | 7 | 0 | -2 | 9 | x | 4 | x
CNc1ncnc(Sc2nc(N)nc3nc[nH]c23)c1[N+](=O)[O-] | x | x | x | -2 | x | 95* | 2 | 7
COc1cc(C(c2sc3ncnn3c2O)N2CCN(c3ccccc3F)CC2)cc(OC)c1OC (stereo unspecified) | -9 | 5 | -2 | 8 | 4 | -7 | 7 | -17
CC(C)NC(=O)N(C)C[C@H]1Oc2ccc(NS(=O)(=O)c3ccccc3)cc2C(=O)N([C@H](C)CO)C[C@H]1C | 12&16 | 5&-3 | 8&-1 | -1&-8 | 11&10 | -8 | 0&-8 | 10&-2
Cc1cccc(CSCCNC(=S)Nc2ccccc2)c1 | -34 | x | x | -1 | x | 3 | x | 4
C[C@H]1CN([C@@H](C)CO)C(=O)Cc2cc(NS(C)(=O)=O)ccc2O[C@@H]1CN(C)S(=O)(=O)c1ccc(F)cc1 | 11 | -8 | -4 | -3 | -17 | -12 | 1 | -26
